HTR5A ag: HTR5A agonists in luminescence cell assay, primary screen, counter-screen for OPRM1-OPRD1 heterodimer agonist project, full-deck HTS. 5-hydroxytryptamine receptor 5A (Homo sapiens), P47898. cell-based. actives 0.61% (n = 340,000). activation, % at 9.3 µM; in the data active = activation mostly above about 9.5%, no sharp cut-off; inactive = mostly below about 7.6%;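 note: 0% = cells with vehicle only and 100% = reference agonist; strong numbers were not always called active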
Target sequence (P47898 whole entry, looked up): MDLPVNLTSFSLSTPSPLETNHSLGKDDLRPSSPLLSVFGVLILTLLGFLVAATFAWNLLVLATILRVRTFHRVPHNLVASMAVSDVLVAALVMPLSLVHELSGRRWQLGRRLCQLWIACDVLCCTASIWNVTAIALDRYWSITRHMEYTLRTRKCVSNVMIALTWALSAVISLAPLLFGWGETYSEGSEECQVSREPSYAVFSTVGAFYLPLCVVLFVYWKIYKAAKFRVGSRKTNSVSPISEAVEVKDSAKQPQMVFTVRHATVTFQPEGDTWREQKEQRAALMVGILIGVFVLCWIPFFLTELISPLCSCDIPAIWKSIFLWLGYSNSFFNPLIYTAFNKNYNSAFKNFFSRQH
HTR5A inv ag: HTR5A inverse agonists in luminescence cell assay, primary screen, counter-screen for OPRM1-OPRD1 heterodimer inverse agonist project, full-deck HTS | AID 504634, 2011 | actives 0.083% (n = 340,000) | HTR5A cell line, inverse agonism | inhibition, % at 9.3 µM; in the data active = inhibition mostly above about 23%, no sharp cut-off; inactive = mostly below about 18%;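 note: 0% = cells with DMSO and 100% = no-cell wells with DMSO; some compounds called inactive have numbers as strong as hits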
MITF TRPM1 HTS: activators of MITF-driven TRPM1 promoter reporter, primary screen, cell-based, SK-MEL-5, luciferase, single point. SK-MEL-5 TRPM1-promoter luciferase, 24 h; % of positive control, neutral wells = 0. actives 0.75% (n = 300,000). AID 588334, 2011. activation, % at 12.5 µM;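 active = mean activation of at least 80% with every replicate also reaching 80%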;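 note: 0% = neutral control wells and 100% = parthenolide positive control wells; values of inactives mirror those of a sister screen read the other way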
V-ATPase pHluor: regulators of yeast V-ATPase proton pumping, primary screen, pHLuorin cytosolic pH fluorescence; S. cerevisiae; response, % at 10 µM; actives 0.37% (n = 350,000); AID 504577, 2011; in the data active = response mostly above about 7.3%, no sharp cut-off; inactive = mostly below about 5.4%; note: actives read high; inactives centre near 0; some compounds called inactive have numbers as strong as hits; reference of the scale not given here
Wnt bcat act: Wnt/beta-catenin pathway activators, primary screen, cell-based, plate reader, single point; Wnt/beta-catenin reporter cell assay, activator; activation, % at 9.35 µM; actives 1.2% (n = 300,000); AID 743398, 2014; in the data active = activation above about 30%, passing the limit was not always enough;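 note: 0% = neutral control wells and 100% = positive control wells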
SR-BI HDL uptake: inhibitors of SR-BI mediated HDL lipid uptake, primary screen, ldlA[mSR-BI] cells, fluorescence, single point; ldlA[mSR-BI] CHO cells, DiI-HDL uptake fluorescence, 3 h; inhibition, % at 12.5 µM; actives 0.96% (n = 320,000); AID 488896, 2010;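 active = mean replicate inhibition of at least 70% and a set share of replicates each scoring 70 or more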;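 note: 0% = median of neutral control wells and 100% = median of positive control wells; values of inactives mirror those of a sister screen read the other way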
Target sequence (Q61009 whole entry, looked up): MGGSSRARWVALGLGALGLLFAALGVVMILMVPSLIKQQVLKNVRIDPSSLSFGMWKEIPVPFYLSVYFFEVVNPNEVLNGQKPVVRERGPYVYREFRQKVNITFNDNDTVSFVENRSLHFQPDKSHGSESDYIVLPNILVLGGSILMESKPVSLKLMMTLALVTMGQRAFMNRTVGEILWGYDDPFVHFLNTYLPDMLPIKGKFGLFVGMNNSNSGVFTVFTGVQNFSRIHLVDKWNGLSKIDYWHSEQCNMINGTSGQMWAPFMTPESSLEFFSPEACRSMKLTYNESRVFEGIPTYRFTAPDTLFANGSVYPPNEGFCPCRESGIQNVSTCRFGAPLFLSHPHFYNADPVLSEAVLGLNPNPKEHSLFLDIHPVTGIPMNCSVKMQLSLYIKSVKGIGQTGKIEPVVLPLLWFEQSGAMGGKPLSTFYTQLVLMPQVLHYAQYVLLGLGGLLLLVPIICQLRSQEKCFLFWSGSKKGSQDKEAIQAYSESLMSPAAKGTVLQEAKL
dFosB activator: activators of delta FosB homodimer, primary screen, biochemical, fluorescence polarization, TAMRA-CDK5 oligo, single point. purified delta FosB; percent of positive-control signal above neutral wells. activation, % at 25 µM. actives 0.99% (n = 340,000);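 active = mean activation above about 17%, with every replicate also reaching it, limit read from the data, passing the limit was not always enough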;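 note: fluorescence polarization rise as delta FosB binds a TAMRA Cdk5 AP-1 oligo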
CDK5 inh: inhibitors of human CDK5/p35 kinase, primary screen, biochemical, single concentration. Recombinant CDK5/p35, ADP-Glo luminescence, 60 min. inhibition, % at 10 µM. actives 0.01% (n = 330,000);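 active = highest replicate inhibition of at least 50% and at least 75% of replicates reaching 50%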;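 note: plate controls were DMSO neutral control for no effect and GW8510 at 10 µM for full effect; many of its hits are not listed in these tables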
PvdQ inh: P. aeruginosa PvdQ acylase inhibitors, primary screen, biochemical, fluorescence, plate reader and imaging, single point; PvdQ acylase [Pseudomonas aeruginosa LESB58]; purified PvdQ acylase; inhibition, % at 10 µM; actives 0.063% (n = 340,000); in the data active = inhibition above about 30%, passing the limit was not always enough;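 note: 0% = vehicle neutral wells and 100% = reference inhibitor wells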
NSD2 HMT inh: NSD2 histone methyltransferase inhibitors, primary screen, biochemical, AlphaScreen, single concentration, set 2; Histone-lysine N-methyltransferase NSD2 (Homo sapiens), O96028; NSD2 peptide methylation, 120 min; actives 0.54% (n = 310,000); inhibition, % at 12.5 µM; in the data active = inhibition above about 50%
* marks the source's active call; other numbers are inactive results; . = not tested or not shown.

The opening 3 records (preview)
SMILES | HTR5A ag | HTR5A inv ag | MITF TRPM1 HTS | V-ATPase pHluor | Wnt bcat act | SR-BI HDL uptake | dFosB activator | CDK5 inh | PvdQ inh | NSD2 HMT inh
CC(=O)Nc1ccc(NC(=O)c2cccc(S(=O)(=O)N(C)C3CCCCC3)c2)cc1 | -3 | 7 | -6 | 0 | -3 | 32 | -8 | 0.9 | -10 | -3
CCNC(=O)COC(=O)/C=C/c1cccs1 | 6 | 5 | -4 | 2 | -2 | -16 | -8 | 1.3 | 6 | 3
COCc1nnc(NC(=O)CC(C)c2ccccc2)s1 (stereo not drawn) | 2 | 7 | 0 | 0 | . | -16 | -2 | 1.8 | -7 | -1

Main list, from the start:
SMILES | HTR5A ag | HTR5A inv ag | MITF TRPM1 HTS | V-ATPase pHluor | Wnt bcat act | SR-BI HDL uptake | dFosB activator | CDK5 inh | PvdQ inh | NSD2 HMT inh
CC(=O)Nc1ccc(NC(=O)c2cccc(S(=O)(=O)N(C)C3CCCCC3)c2)cc1 | -3 | 7 | -6 | 0 | -3 | 32 | -8 | 0.9 | -10 | -3
CCNC(=O)COC(=O)/C=C/c1cccs1 | 6 | 5 | -4 | 2 | -2 | -16 | -8 | 1.3 | 6 | 3
COCc1nnc(NC(=O)CC(C)c2ccccc2)s1 (stereo not drawn) | 2 | 7 | 0 | 0 | . | -16 | -2 | 1.8 | -7 | -1
CC(C)CC1C(C#N)=C(N)Oc2n[nH]c(-c3ccccc3)c21 (stereo not drawn) | 1 | -28 | 2 | 4 | 32* | 7 | -3 | 1.1 | -7 | 0
CSCC[C@H](NC(=O)N1CCn2c1nc1ccccc12)C(=O)NCc1ccco1 | . | . | -13 | -6 | -3 | -2 | -10 | -0.2 | -12 | 2
O=C(CSc1ccc(Cl)cc1)NNC(=O)c1ccncc1 | 0 | 1 | 3 | 1 | -3 | -2 | 2 | -1.9 | -13 | -1
CCc1nc(SCC(=O)N2CCCC2)c2c(=O)n(C)c(=O)n(C)c2n1 | 4 | -27 | -3 | 6 | 0 | -14 | -14 | 0.6 | -8 | 0
Fc1ccc(Nc2nnns2)cc1 | -3 | 7 | . | 4 | 3 | 0 | 6 | 0.7 | -19 | -4
O=C1CSC(=S)N1/N=C/c1cc(Br)c(O)c(Br)c1 | -2 | 5 | 4 | -1 | . | 8 | 4 | -3.7 | -12 | .
N#Cc1ccc(CN2CCN(C(=O)CNS(=O)(=O)c3ccc4c(c3)OCCCO4)CC2)cc1 | 13 | -36 | -6 | 4 | -5 | -7 | -4 | 0.7 | 1 | 0
Cc1nc2sc(C(c3cccs3)N3CCN(c4ccccc4)CC3)c(O)n2n1 (stereo not drawn) | 0 | -2 | . | 0 | -2 | 5 | -3 | -6.3 | -19 | .
O=c1[nH]nc(Cc2ccc3ccccc3n2)c2ccccc12 | 2 | -6 | 5 | 0 | . | 9 | -1 | 0.1 | -19 | 0
CCOC(=O)C1=C(C)Nc2ccccc2N=C1N | -1 | 4 | -2 | 0 | 0 | -1 | 7 | -1.0 | -13 | -2
Cc1ccc(C2C3=C(CC(C)(C)CC3=O)NC3=C2C(=O)c2ccccc23)cc1 (stereo not drawn) | 0 | -10 | 8 | -1 | -6 | -7 | -6 | -0.3 | -8 | 2
Cc1cc(Cl)ccc1NC(=S)NCc1ccco1 | -2 | 7 | -11 | 2 | 1 | 15 | -1 | 1.7 | -4 | 1
CN(C)/C=C/c1onc(-c2c(F)cccc2Cl)c1C#N | 7 | -20 | 47 | -2 | 18 | 35 | -2 | -3.3 | 9 | 1
O=C1CC(SC(=NCc2ccc3c(c2)OCO3)Nc2ccccc2)C(=O)N1 (stereo not drawn) | -4 | 6 | 9 | 0 | . | -1 | 5 | -0.9 | -2 | 0
CCN(CC(=O)Nc1c(F)cccc1F)C(=O)CCc1nc2ccccc2c(=O)[nH]1 | -7 | 5 | 2 | -1 | -4 | 7 | -11 | 0.6 | -10 | -2
O=C(c1c(O)c2ccccc2oc1=O)C1CCC1 | -3 | 7 | -7 | -4 | . | -7 | 14 | -1.4 | -16 | -1
O=C(CCC(=O)NNC(=O)COc1ccc(Br)cc1)NCc1ccccc1 | . | . | 8 | 3 | -1 | 56 | 10 | 0.8 | -4 | .
C[C@H](CO)N1C[C@H](C)[C@H](CN(C)Cc2ccccc2)Oc2c(NC(=O)Nc3ccc(F)cc3)cccc2C1=O | 4 | -4 | -1 | 2 | -3 | -7 | -8 | 1.7 | -11 | .
CCN(CC)c1cc2nc(C)n(Cc3ccccc3)c(=O)c2cc1NC(=O)C1CC1 | 11 | -10 | -3 | 2 | -3 | 35 | -10 | -3.0 | -8 | 9
O=C(Nc1ccc(N2CCN(C(=O)c3ccccc3)CC2)cc1)c1ccc2c(c1)OCO2 | -2 | -22 | 6 | 1 | -3 | 35 | 1 | 0.0 | -7 | -2
CC(=O)NS(=O)(=O)c1ccc(NC(=O)/C=C/c2ccc(C)o2)cc1 | -2 | 6 | 2 | -3 | 0 | -14 | -5 | -0.9 | -4 | 25
O=C(Cc1ccccc1F)Nc1ccc2c(c1)CCC2 | 9.6* | -26 | 129* | -2 | 17 | . | 5 | 0.2 | -9 | -8
O=C(COc1cccc(Cl)c1)Nc1ccc2c(c1)CCC2 | 3 | -27 | 15 | -1 | 0 | -19 | -3 | -0.5 | -12 | -3
COc1ccc(NC(=O)CN2CCc3ccccc3C2)cc1OC | -4 | 11 | -12 | -3 | -1 | 22 | 1 | 0.1 | -1 | 7
Cc1cc(C)c(C)c(OCCCOc2cccc3cccnc23)c1 | 2 | -17 | -3 | 2 | . | 11 | -6 | 1.7 | -9 | 3
Cc1nc(NC(=O)C(C)Oc2cccc(Cl)c2)sc1C(=O)N(C)C (stereo not drawn) | 0 | 0 | 8 | 2 | 3 | -12 | -11 | -2.1 | -7 | -1
CCOC(=O)C1=C(C)N(C)C(=S)NC1c1ccc(Cl)cc1 (stereo not drawn) | 3 | -7 | -4 | -1 | -6 | -12 | -12 | 0.4 | -14 | -2
Cc1cccc(C(=O)NC(=S)Nc2c(C)n(C)n(-c3ccccc3)c2=O)c1 | -3 | -21 | . | -3 | 0 | -8 | -6 | 0.0 | -7 | -1
COc1ccc(COC(=O)CCS(=O)(=O)c2ccc(C)cc2)cc1 | -6 | 16 | -7 | -1 | -2 | -6 | 0 | -0.1 | 0 | -4
c1ccc(Nc2nc(N3CCOCC3)nc(N3CCOCC3)n2)cc1 | 4 | -11 | -5 | -17 | . | 35 | -4 | 0.8 | 12 | -1
O=C(Nc1nc2ccccc2[nH]1)c1ccc(S(=O)(=O)N2CCOCC2)cc1 | 8 | -10 | 20 | -1 | 0 | . | 0 | -0.7 | -4 | .
COc1cc(C)nc(Oc2ccc(=O)n(C)n2)n1 | 3 | -7 | -2 | 1 | . | -8 | -7 | 0.1 | -15 | -3
COc1ccc(NC(=S)N(Cc2ccc(N(C)C)cc2)Cc2ccco2)cc1 | 2 | -14 | 6 | -3 | . | 7 | -2 | 1.5 | 3 | -1
COc1ccc(CNC(=O)CCCn2ncn3c(cc4occc43)c2=O)cc1 | -1 | 4 | 10 | 1 | 0 | 12 | -8 | 0.0 | -5 | -5
O=C(CN1CCNCC1)NCCSc1ccc(Cl)cc1 | 2 | 11 | -4 | 5 | -2 | 14 | 0 | 2.0 | 2 | -3
Cc1cc(C)c2sc(N(CCN(C)C)C(=O)c3cc(Cl)sc3Cl)nc2c1 | 0 | -1 | 6 | -3 | 22 | . | -4 | -0.9 | -9 | .
C/C=C/C1=CC(=O)C[C@H](c2ccc3c(c2)OCO3)C1 | -5 | 3 | -5 | 3 | -1 | -2 | 3 | 0.0 | -5 | .
CCCNC(=O)c1cc(S(=O)(=O)N2CCCCC2)c[nH]1 | 3 | -9 | -9 | 1 | 13 | 0 | 4 | -0.9 | -4 | .
COc1cc(CN2CCC(N3CCC(C(=O)N4CCCC4)CC3)CC2)cc2c1OCO2 | -2 | 6 | 6 | 7 | 1 | -4 | -3 | 0.4 | -10 | 0
CCCCCNCC(=O)Nc1cccc(C(=O)Nc2cccc(C(F)(F)F)c2)c1 | 4 | 23 | -5 | -1 | -3 | 14 | -124 | -0.1 | -15 | .
CN1CCN(C(=O)CCc2nc3ccccc3c(=O)[nH]2)CC1 | 7 | -16 | -11 | -1 | . | -35 | 1 | -1.9 | -11 | 3
CC(C)OCCCn1c(-c2ccc(Br)cc2)c[nH]c1=S | 1 | -3 | -4 | 3 | 1 | 14 | -11 | 1.2 | 0 | .
O=[N+]([O-])c1ccccc1-c1cc(-c2ccccc2O)n[nH]1 | -1 | 18 | 45 | -1 | 36* | 10 | -7 | -0.3 | 4 | 4
OC[C@@H]1[C@@H](c2ccc(Cl)cc2)C(c2ccc(F)cc2)=NN1c1ccccc1 | 4 | -14 | -9 | 0 | -2 | 45 | -10 | -0.1 | -34 | .
COC(C[C@@H]1O[C@@H]1C(=O)[C@H](C)OCc1ccccc1)OC | 4 | -6 | -3 | -4 | 1 | -28 | -8 | -0.4 | -9 | .
CSCCC(NC(=O)c1ccccc1Br)C(=O)N1CCN(C/C=C/c2ccccc2)CC1 (stereo not drawn) | 4 | 3 | . | -1 | -2 | 53 | -6 | 0.9 | -4 | 4
COc1cc(OC)cc(C(=O)N[C@H](C(=O)OCC(=O)NC(=O)NC(C)(C)C)C(C)C)c1 | -4 | -3 | 3 | -3 | -2 | 15 | -11 | -0.6 | -14 | -1
O=C(CSc1nc2ccccc2nc1N1CCCCC1)Nc1ccc(F)cc1 | 9 | -28 | 0 | 2 | -1 | 15 | -6 | 0.0 | -4 | .
COc1ccc(CCN(C)C(=O)C2CCN(C(=O)Nc3ccccc3)CC2)cc1OC | -1 | 3 | 2 | -2 | -3 | 11 | 3 | -0.5 | 9 | 0
O=C(NNc1c(Cl)cccc1Cl)c1ccno1 | 1 | -3 | 4 | 1 | -2 | -13 | -1 | 0.0 | -23 | 8
CC1C(=O)CCC1(C(=O)O)c1ccccc1 (stereo not drawn) | 2 | -4 | . | -1 | 0 | -14 | -1 | 1.1 | 14 | -1
Cc1cccc(C)c1OCC(=O)Nc1ccccc1C(=O)N1CCOCC1 | 2 | -10 | -6 | -2 | -1 | 5 | -2 | 0.8 | -2 | 17
CCN(CC)Cc1ccccc1Sc1ccccc1 | 0 | 2 | 0 | 1 | . | 5 | 0 | -5.9 | -7 | 2
CCc1ccc(OCC(=O)NCCN(C)C)c(Br)c1 | 1 | 19 | -5 | 1 | . | -17 | -3 | 0.0 | 5 | 5
COc1c(N2CCN(C(=S)NCc3ccccc3)C(C)C2)c(F)cc2c(=O)c(C(=O)O)cn(C3CC3)c12 (stereo not drawn) | -3 | -27 | -9 | 4 | . | 35 | 1 | 0.8 | -16 | 2
CC(=O)N1Cc2ccccc2CC1C(=O)O (stereo not drawn) | 7 | 0 | 0 | 0 | . | -36 | 3 | -1.3 | -19 | 8

High-throughput results (PubChem)
